# Source: PubChem
# C diff growth: blocks growth of Clostridium difficile; growth activity, negative = inhibition, % at 16 µg/mL (by protocol); AID 1259249; Clostridium difficile clinical isolate growth, OD600, 24 h; active compounds read low; actives 0.25% (n = 86,000);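 active = mean growth activity at or below -80% and every replicate also at or below -80%; inconclusive = mean at or below -80% but some replicate above -80%; inactive = mean growth activity above -80%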;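 note: 0% = DMSO wells and -100% = levofloxacin 16 µg/mL wells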
# GASC1 inh: inhibitors of human demethylase GASC-1 KDM4C. inhibition, % at 12.5 µM. AID 720574. Q9H3R0. GST-KDM4C 2-372, H3K9me3 peptide, LANCE TR-FRET. actives 0.15% (n = 96,000);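 active = mean replicate inhibition above about 25%, with at least 55% of replicates also reaching it, limit read from the data, passing the limit was not always enough; inconclusive = only one of those two conditions met; inactive = neither condition met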
# Target sequence (Q9H3R0 2-372 limits assumed): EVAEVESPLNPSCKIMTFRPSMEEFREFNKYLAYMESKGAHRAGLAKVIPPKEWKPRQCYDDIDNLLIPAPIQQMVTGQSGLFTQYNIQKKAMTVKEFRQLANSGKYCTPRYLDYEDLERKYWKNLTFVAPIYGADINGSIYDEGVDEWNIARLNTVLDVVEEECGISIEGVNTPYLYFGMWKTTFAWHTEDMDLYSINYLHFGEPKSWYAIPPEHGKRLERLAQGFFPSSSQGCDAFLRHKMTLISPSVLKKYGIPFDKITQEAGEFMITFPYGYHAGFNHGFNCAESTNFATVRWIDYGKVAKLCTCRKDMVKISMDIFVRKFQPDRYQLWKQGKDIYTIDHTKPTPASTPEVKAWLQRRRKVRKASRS
#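 Material: GST-tagged GASC-1 (JMJD2C) catalytic fragment, aa 2-372 / Quantity: enzyme final amount 10 nM / Medium: HEPES buffer, pH 7.5, plus ascorbate / Doses: one test concentration per compound / Incubation: 30 min reaction, 60 min detection, RT / Measured by: LANCE TR-FRET / Read-out: inhibition from TR-FRET ratio decrease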
# Pf Dd2 growth: P. falciparum Dd2 growth inhibition; activity change, % at 10 µM; actives 2.3% (n = 94,000); AID 1159554; SYBR Green, 72 h; active compounds read low; in the data active = activity change below about -80%; inconclusive = no clear call, values can overlap the other calls
# Tcruzi prolif: blocks T. cruzi growth in NIH3T3 culture. T. cruzi beta-gal in NIH3T3, GalScreen luminescence, 90 h. inhibition, % at 8.34 µM. actives 5.9% (n = 77,000);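 active = mean inhibition above about 93%, with at least 55% of replicates each passing it, limit read from the data, passing the limit was not always enough; inconclusive = only one of those two conditions holds; inactive = neither condition holds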
# The depositor's hits bear a star; ? = inconclusive; nt = no result given; & = joins results of further samples.
SMILES,C diff growth,GASC1 inh,Pf Dd2 growth,Tcruzi prolif
C[C@@H]1CN([C@H](C)CO)C(=O)c2cc(/C=C/c3ccccc3)cnc2O[C@H]1CN(C)S(=O)(=O)c1ccccc1F,0,0.2,-40,109*
COC(=O)C[C@H]1C[C@@H]2c3cc(NS(C)(=O)=O)ccc3O[C@@H]2[C@@H](CO)O1,-3,2.4,18,-35
CN(C)C(=O)c1ccc(-c2ccc([C@@H]3[C@@H](CO)N4CCCCN(CC5CC5)C[C@@H]34)cc2)cc1,2,1.1,-29,6
COc1ccc2c3c([nH]c2c1)[C@@H](CO)N(C(=O)CN1CCOCC1)CC31CCN(CC2CCCC2)CC1,0,-0.2,-24,nt
CN(C)C(=O)C[C@H]1C[C@@H]2c3cc(NS(=O)(=O)c4ccc(F)cc4)ccc3O[C@@H]2[C@H](CO)O1,3,2.1,26,35
CN(C)C(=O)c1ccc(-c2ccc([C@@H]3[C@@H](C#N)N(C(=O)Cc4ccccn4)[C@H]3CO)cc2)cc1,0,-0.5,-44,80
CN(C)CC#Cc1ccc([C@@H]2[C@@H](CO)N3CCCCN(C(=O)Nc4ccc(F)cc4)C[C@H]23)cc1,2,2.6,-54,6
COCC(=O)N(C)C[C@@H]1Oc2cc(-c3ccc(C)cc3)ccc2S(=O)(=O)N([C@H](C)CO)C[C@H]1C,-12,-1.2,nt,-4
C[C@@H]1CN([C@@H](C)CO)C(=O)Cc2cc(NC(=O)CCCCCC(=O)Nc3ccccc3N)ccc2O[C@H]1CN(C)Cc1ccc2c(c1)OCO2,-7,nt,-41,nt
CCCN(C)C[C@H]1Oc2cc(C#CCOC)ccc2S(=O)(=O)N([C@H](C)CO)C[C@H]1C,3,-0.9,-67,-23
O=C(Cc1ccccc1)N1CC(=O)N2[C@@H](CO)[C@H](c3ccc(C#CCc4ccccc4)cc3)[C@@H]2C1,2,1.1,-44,nt
CO[C@@H]1CN(C)C(=O)c2ccc(NC(C)=O)cc2OC[C@H](C)N(CC2CC2)C[C@@H]1C,3,1.0,-13,19
CO[C@@H]1CN(C)C(=O)c2ccc(NC(=O)c3ccc4c(c3)OCO4)cc2OC[C@H](C)NC[C@@H]1C,nt,-0.2,8,15
CCCNC(=O)N1[C@@H]2c3ccc(-c4cccc(OC)c4)c(=O)n3C[C@H]1[C@H](CO)[C@H]2C(=O)NCC,-2,-4.8,0,53
COc1ccc(S(=O)(=O)N(C)C[C@@H]2Oc3ncc(C#Cc4ccccc4)cc3C(=O)N([C@H](C)CO)C[C@@H]2C)cc1,3,0.0,-75,109*
C[C@@H]1CN([C@@H](C)CO)C(=O)c2cccc(N(C)C)c2O[C@H]1CN(C)Cc1ccc(C(=O)O)cc1,-1,2.3,9,-14
CCC(=O)N1CCCCN2[C@H](CO)[C@@H](c3ccc(C#Cc4ccccc4F)cc3)[C@@H]2C1,-5,-1.7,-13,?
C[C@@H]1CN([C@H](C)CO)C(=O)c2cc(NS(=O)(=O)c3ccc(Cl)cc3)ccc2O[C@@H](C)CCCCO[C@H]1CN(C)C(=O)Nc1ccc2c(c1)OCO2,-3,-0.2,-28,nt
CO[C@@H]1CN(C)C(=O)c2ccc(NS(=O)(=O)c3ccccc3Cl)cc2OC[C@H](C)NC[C@H]1C,-5,0.4,-24,-4
CN1C(=O)c2cc(NC(=O)c3cnccn3)ccc2OC[C@@H]2O[C@H](CC(=O)NC3CCC3)CC[C@H]21,-3,0.7,2,11
COc1cccc(-c2ccc([C@@H]3[C@H]4CN(C(=O)NC(C)C)CC(=O)N4[C@H]3CO)cc2)c1,-2,-2.5,1,nt
COc1cccc(NC(=O)N(C)C[C@H]2Oc3cc(C#Cc4ccncc4)ccc3S(=O)(=O)N([C@H](C)CO)C[C@H]2C)c1,-2&-5,-1.8,-47&-24,56&55
COc1ccc(CN(C)C[C@@H]2Oc3ccc(NC(=O)C4CC4)cc3CC(=O)N([C@H](C)CO)C[C@H]2C)cc1,-3,-0.2,4,58
CCCNC(=O)N1CC2(CCN(C(=O)c3ccncc3)CC2)c2c([nH]c3cc(OC)ccc23)[C@@H]1CO,-3,-1.1,1,nt
COc1ccc(NC(=O)N(C)C[C@@H]2Oc3ccc(NS(=O)(=O)c4cccs4)cc3C(=O)N([C@H](C)CO)C[C@H]2C)cc1,nt,-0.4,21,86
C[C@H](CO)N1C[C@H](C)[C@H](CN(C)CC2CC2)Oc2ccc(NS(=O)(=O)c3ccccc3)cc2CC1=O,-4,0.4,-6,7
COCC(=O)N1CCCCN2[C@@H](CO)[C@@H](c3ccc(C#Cc4ccc(OC)cc4)cc3)[C@@H]2C1,-4,-1.3,-49,71
C[C@H]1CN([C@@H](C)CO)C(=O)c2c(c3ccccc3n2C)-c2ccccc2CO[C@H]1CN(C)C(=O)Nc1ccccc1,nt,-2.9,-37,47
CCCNC(=O)N(C)C[C@H]1Oc2cc(C#CC3CC3)ccc2S(=O)(=O)N([C@H](C)CO)C[C@@H]1C,-1,0.7,13,50
CN1CCN(C(=O)C[C@H]2CC[C@H](NC(=O)c3ccc4c(c3)OCO4)[C@@H](CO)O2)CC1,nt,0.2,-4,-29
C[C@@H]1CN([C@H](C)CO)C(=O)c2cc(NC(=O)Nc3ccc(F)cc3)ccc2O[C@@H]1CN(C)C(=O)Nc1ccc(C(F)(F)F)cc1,-5,-1.8,-30,-189
CCCNC(=O)NC[C@H]1[C@@H](c2ccc(C3=CCCC3)cc2)[C@H](CO)N1C(C)=O,-1,4.0,4,2
N#C[C@H]1[C@@H](c2ccccc2-c2cccc(F)c2)[C@@H](CO)N1C(=O)NC1CCCCC1,-10,nt,-1,nt
O=C1CN(Cc2ccccc2)C[C@H]2[C@@H](c3ccc(-c4ccccc4F)cc3)[C@H](CO)N12,-2,0.6,-4,nt
O=C(N[C@@H]1CC[C@H](CCn2cc(-c3ccccc3)nn2)O[C@@H]1CO)c1ccccc1F,-2,-0.8,-22,17
O=C(C[C@@H]1C=C[C@H](NC(=O)c2ccc(F)cc2)[C@@H](CO)O1)NCCc1ccncc1,nt,-0.5,11,18

# Arranged by molecular weight (falling): part of the list above.
SMILES,C diff growth,GASC1 inh,Pf Dd2 growth,Tcruzi prolif
COc1ccc(NC(=O)N(C)C[C@@H]2Oc3ccc(NS(=O)(=O)c4cccs4)cc3C(=O)N([C@H](C)CO)C[C@H]2C)cc1,nt,-0.4,21,86
C[C@H]1CN([C@@H](C)CO)C(=O)c2c(c3ccccc3n2C)-c2ccccc2CO[C@H]1CN(C)C(=O)Nc1ccccc1,nt,-2.9,-37,47
CCCNC(=O)N(C)C[C@H]1Oc2cc(C#CC3CC3)ccc2S(=O)(=O)N([C@H](C)CO)C[C@@H]1C,-1,0.7,13,50
COCC(=O)N1CCCCN2[C@@H](CO)[C@@H](c3ccc(C#Cc4ccc(OC)cc4)cc3)[C@@H]2C1,-4,-1.3,-49,71
O=C(N[C@@H]1CC[C@H](CCn2cc(-c3ccccc3)nn2)O[C@@H]1CO)c1ccccc1F,-2,-0.8,-22,17
CN1CCN(C(=O)C[C@H]2CC[C@H](NC(=O)c3ccc4c(c3)OCO4)[C@@H](CO)O2)CC1,nt,0.2,-4,-29
O=C1CN(Cc2ccccc2)C[C@H]2[C@@H](c3ccc(-c4ccccc4F)cc3)[C@H](CO)N12,-2,0.6,-4,nt
O=C(C[C@@H]1C=C[C@H](NC(=O)c2ccc(F)cc2)[C@@H](CO)O1)NCCc1ccncc1,nt,-0.5,11,18
CCCNC(=O)NC[C@H]1[C@@H](c2ccc(C3=CCCC3)cc2)[C@H](CO)N1C(C)=O,-1,4.0,4,2

# Continued:
SMILES,C diff growth,GASC1 inh,Pf Dd2 growth,Tcruzi prolif
C[C@H]1CN([C@@H](C)CO)C(=O)c2cc(NC(=O)Cc3cn(C)c4ccccc34)ccc2O[C@@H]1CN(C)S(=O)(=O)c1cn(C)cn1,nt,-0.6,1,-147
C[C@H]1CN([C@@H](C)CO)C(=O)c2cc(NC(=O)CCCCCC(=O)Nc3ccccc3N)ccc2O[C@@H]1CN(C)S(=O)(=O)c1ccc(Cl)cc1,-11,0.4,-34,nt
COc1ccc(NC(=O)N(C)C[C@H]2Oc3ccc(NC(=O)NC(C)C)cc3C(=O)N([C@@H](C)CO)C[C@@H]2C)cc1,-2,-0.2,-47,nt
O=C(C[C@@H]1CC[C@@H]2[C@H](COC[C@@H](O)CN2CC2CCOCC2)O1)NCc1ccc(Cl)cc1,-2&-12,-2.0,2,-31
CCN1[C@H](C(=O)N2CCCCC2)[C@@H](CO)[C@@H]2Cn3c(ccc(-c4cccc(F)c4)c3=O)[C@@H]21,-1,-1.5,nt,-59
CCCC(=O)Nc1ccc2c(c1)OC[C@@H](C)N(C(=O)c1ccccn1)C[C@@H](C)[C@H](OC)CN(C)C2=O,nt,nt,32,40
C[C@H]1CN([C@@H](C)CO)C(=O)Cc2cc(NC(=O)NC3CCCCC3)ccc2O[C@H]1CN(C)Cc1ccc2c(c1)OCO2,2&-12,nt,8,nt
CN1c2ccc(-c3ccc(F)cc3)cc2[C@H]2[C@H](CCN2C(=O)Cc2cccnc2)[C@H]1CO,-4,3.1,20,?
C[C@@H]1CN([C@H](C)CO)C(=O)Cc2cc(NS(=O)(=O)c3cn(C)cn3)ccc2O[C@@H]1CN(C)Cc1ccc(-c2ccccc2)cc1,-5,4.8,20,25
COc1ccc(NC(=O)N(C)C[C@H]2OCc3cn(nn3)CCCC(=O)N([C@H](C)CO)C[C@H]2C)cc1,-2,0.0,6,33
C[C@H](CO)N1C[C@H](C)[C@@H](CN(C)C(=O)CCCN(C)C)OCCCC[C@H](C)Oc2ccc(NC(=O)Nc3cccc4ccccc34)cc2C1=O,0,3.8,5,57
CO[C@H]1CN(C)C(=O)c2cc(NC(=O)Nc3ccc(C(F)(F)F)cc3)ccc2OC[C@H](C)NC[C@@H]1C,nt,0.0,-74,-37
Cc1ccc(S(=O)(=O)N(C)C[C@H]2Oc3ccc(NC(=O)CCCN(C)C)cc3CC(=O)N([C@H](C)CO)C[C@@H]2C)cc1,1,6.2,7,10
C[C@@H]1CN([C@@H](C)CO)C(=O)c2cc(NC(=O)C3CCCCC3)ccc2O[C@@H](C)CCCCO[C@@H]1CN(C)Cc1ccc(C(=O)O)cc1,-5,3.8,20,15
CO[C@@H]1CN(C)C(=O)c2ccc(NS(=O)(=O)c3cccc(F)c3)cc2OC[C@@H](C)NC[C@@H]1C,1,0.6,35,nt
C[C@@H]1CN([C@@H](C)CO)C(=O)c2cccc(NC(=O)Nc3ccc(C(F)(F)F)cc3)c2O[C@@H]1CN(C)Cc1ccc(C(=O)O)cc1,-2,0.6,11,-63
COc1cccc(-c2cnc3c(c2)C(=O)N([C@H](C)CO)C[C@@H](C)[C@@H](CN(C)C(C)=O)O3)c1,-2,0.8,36,-6
C[C@@H]1CN([C@H](C)CO)C(=O)c2cccc(NC(=O)Nc3ccccc3)c2O[C@H]1CN(C)S(=O)(=O)c1cccs1,-4,-1.4,-29,47
COc1ccccc1C#Cc1ccc([C@H]2[C@@H](CO)N3CCCCN(C(=O)C4CCCC4)C[C@H]23)cc1,4,nt,-30,92
COc1ccc(NC(=O)N(C)C[C@@H]2Oc3ccc(NS(=O)(=O)c4cn(C)cn4)cc3C(=O)N([C@@H](C)CO)C[C@@H]2C)cc1,-2,-0.3,18,63
Cc1ccccc1-c1ccc([C@H]2[C@@H](CO)N3CCCCN(S(C)(=O)=O)C[C@H]23)cc1,-13,0.3,1,81
O=C(C[C@H]1C=C[C@@H](NS(=O)(=O)c2ccccc2)[C@H](CO)O1)NCCN1CCCCC1,-2,3.4,-10,-39
C[C@H](CO)N1C[C@H](C)[C@H](CN(C)C(=O)C2CC2)OCc2ccccc2-c2ccccc2C1=O,3,-0.1,36,-17
CCC(=O)Nc1ccc2c(c1)OC[C@@H](C)N(Cc1cccnc1)C[C@H](C)[C@H](OC)CN(C)C2=O,nt,0.7,13,55

# Reprinted from the part before: two entries, then new ones.
SMILES,C diff growth,GASC1 inh,Pf Dd2 growth,Tcruzi prolif
C[C@H](CO)N1C[C@H](C)[C@H](CN(C)C(=O)C2CC2)OCc2ccccc2-c2ccccc2C1=O,3,-0.1,36,-17
CCC(=O)Nc1ccc2c(c1)OC[C@@H](C)N(Cc1cccnc1)C[C@H](C)[C@H](OC)CN(C)C2=O,nt,0.7,13,55
Cc1ccc(S(=O)(=O)Nc2cccc3c2O[C@H](CN(C)CC2CCCCC2)[C@@H](C)CN([C@@H](C)CO)C3=O)cc1,2,1.4,9,10
C[C@H]1CN([C@@H](C)CO)C(=O)Cc2cc(NC(=O)Cc3ccccc3)ccc2O[C@H]1CN(C)Cc1ccc(-c2ccccc2)cc1,9,-0.8,-9,57
C[C@@H]1CN([C@@H](C)CO)C(=O)c2cc(/C=C/c3ccccc3)cnc2O[C@H]1CN(C)Cc1cccnc1,-5,5.3,-12,71
C[C@@H]1CCCCO[C@H](CN(C)Cc2ccc(C(=O)O)cc2)[C@H](C)CN([C@H](C)CO)C(=O)c2cc(NS(=O)(=O)c3ccccc3)ccc2O1,1,0.2,-19,12
C[C@@H]1CN([C@@H](C)CO)C(=O)Cc2cc(NC(=O)Cn3cnnn3)ccc2O[C@@H]1CN(C)S(=O)(=O)c1cccs1,2,0.3,17,4

# No enrichment for hits; overall some 6.7% were active at least once.
